Assay outcomes as filed in PubChem.
HepG2 tox: qHTS for Inhibitors of TGF-b: Cytotox Counterscreen; 410,000 tested, 0.76% active; Potency, µM (series often up to 46.1 µM), without a hit: at the highest dose activity change, negative = cytotoxicity, actives largely listed as cytotoxic; HepG2 CAGA-GFP viability, ATP luminescence, 18 h; active = well fitted cell-killing curve with a large enough effect; inactive = no such curve, though single readings can be large or run the other way; note: some results filed as inactive show a strong effect at the top dose
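CellTiter-Glo luminescence gave cytotoxicity after 18 hours at 37 degrees C. The cells were HepG2 CAGA-GFP in 1% FBS DMEM, stimulated with 500 pg/mL TGF-beta after compound addition. %Activity was normalised to no-cell wells (complete cell-killing) and DMSO (no toxicity), and curves were fitted and classified.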
* hit, by the source's call; & = joins results of further samples. Potency is the fitted concentration of half-maximal effect.

SMILES | HepG2 tox
COc1ccc(-c2nsc(NC(=O)COc3ccccc3OC)n2)cc1 | -10%
Cc1cc(C)cc(NC(=O)c2cnc3sc(N4CCCC4)nn3c2=O)c1 | -3%
COc1cccc(OCc2nc3ccccc3n2C)c1 | -4%
Cc1ccc(CNC(=O)CSc2nc3ccsc3c(=O)n2-c2ccc(C(=O)O)cc2)cc1 | -1%
Cc1cccc(NC(=O)CSc2nc3c([nH]c4ccccc43)c(=O)n2C)c1C | -2%
CC(=O)n1nnc2ccccc21 | 4%
Cn1c(=O)n(CCCc2ccccc2)c(=O)c2c1nc1n2CCN1c1ccc(F)cc1 | -21%
O=C(/C=C\c1ccc2c(c1)OCO2)NC1CC(=O)N(c2ccc(F)cc2)C1 (stereo not given) | -23%
O=C(CN1C(=O)CCSc2ccc(S(=O)(=O)N3CCCC3)cc21)Nc1cccc(Cl)c1 | -22%
CCc1ccc(CN(Cc2ccco2)C(=O)c2cc(-c3ccc(C)c(F)c3)on2)cc1 | -10%
O=C(Cc1cccs1)NC1CC(=O)N(c2cccc(F)c2)C1 (stereo not given) | 1%
COc1ccccc1/C=C/c1nc(C#N)c(NCc2ccccc2)o1 | -34%
COc1ccccc1Nc1c2c(nc3ccc(NC(=O)c4cccc(OC)c4OC)cc13)CCCC2 | -57%
COc1ccc(CNS(=O)(=O)c2cnc(N)nc2)c(OC)c1 | 8%
Cc1ccc(C)c(NC(=O)CN2C(=O)CCc3ccccc32)c1 | -9%
O=C(COc1ccccc1)Nc1ccc2nc(SCC(=O)N3CCOCC3)sc2c1 | -1%
COc1ccc(C2=C(C(C)=O)Sc3nnc(-c4ccc(Cl)cc4)n3N2C(C)=O)cc1OC | 0%
Cc1nn(-c2ccc(N3CCCCC3)nn2)c(C)c1CCC(=O)NCc1ccc(OC(C)C)cc1 | -24%
Cc1oc2ncnc(N3CCCCC3)c2c1C(=O)Nc1cccc(Cl)c1C | -29%
Cc1cccc(OCC(=O)N(Cc2sccc2C)C2CCS(=O)(=O)C2)c1 (stereo not given) | -5%
CCc1ccc(CNC(=O)c2cnc3sc(N4CCOCC4)nn3c2=O)cc1 | 0%
O=C(CN1C(=O)COc2ccccc21)NCCc1ccc(Cl)cc1 | 2%
COc1cc(C2CC(=O)Nc3c2c(=O)[nH]c2ncnn32)ccc1O (stereo not given) | -27%
O=C(Cn1cc(SCc2ccc(Cl)cc2)c2ccccc21)N1CCCC1 | -32%
CCOc1ccc(CNC(=O)CCc2c(C)nn(-c3ccc(N4CCCCC4)nn3)c2C)cc1 | -6%
CCN(CC)c1ccc2cc(-c3nc4sc5c(c4c(=O)[nH]3)CCC(C(C)(C)C)C5)c(=O)oc2c1 (stereo not given) | -21%
COc1cc(-c2cc3n(C)c(C)c(CCC(=O)NC4CCC(C)CC4)c(=O)n3n2)cc(OC)c1OC (stereo not given) | -11%
COC(=O)c1cc2oc3ccccc3c2n1CC(=O)Nc1ccc(F)c(Cl)c1 | -16%
COCCCNC(=O)c1ccc(CSc2nc3cccnc3n2Cc2ccc(OC)cc2)cc1 | -27%
COc1ccc(C(=O)N2c3ccccc3C(C)(c3ccc(Cl)cc3)CC2(C)C)cc1 (stereo not given) | -3%
COc1cccc(/C=C(\C#N)C(=O)Nc2ccc(NC(C)=O)cc2)c1OC | 1%
CCn1c(-c2ccc(S(=O)(=O)N3CCOCC3)cc2)csc1=Nc1ccc(C)c(Cl)c1 | -23%
O=C(Nc1ccc(Br)cc1F)N1CCC(CN2CCCC2)CC1 | -19%
COc1ccc(CNC(=O)C2CCN(c3nnc(-n4c(C)ccc4C)s3)CC2)c(OC)c1 | -25%
Cc1c(CCC(=O)N2CCCCC2)c(=O)oc2cc3occ(C(C)(C)C)c3cc12 | -23%
CCCC(=O)C1=C(c2ccc(C)cc2)N(C(=O)CCC)n2cnnc2S1 | 20µM*
COc1ccc(-c2noc(N3CCC(C(=O)N4CCN(c5ccccc5OC)CC4)CC3)n2)cc1 | -24%
Cc1ccccc1NC(=O)CSc1nc(=O)n(CCN2CCOCC2)c2c1CCC2 | -2%
CCOC(=O)c1c(NC(C)=O)c2c3c(sc2n1Cc1nc(-c2cccc(Cl)c2)oc1C)CCCC3 | -6%
CCOC(=O)N1CCc2c(sc3c2c(=O)n(CCc2ccccc2)c(=O)n3Cc2cc(C)ccc2C)C1 | 3%
CCOC(=O)C1CCN(C(=O)c2cc3ccc4cccnc4c3[nH]2)CC1 | 1%
COc1cccc(Cn2ccn(-c3ccc(F)cc3)c(=O)c2=O)c1 | -5%
Cc1ccc(-c2c(CN3CCN(c4cccc(C)c4)C(C)C3)csc2C)cc1 (stereo not given) | -36%
CCOc1ccc(Cn2c(CNS(=O)(=O)c3ccc(C(C)(C)C)cc3)nc3cccnc32)cc1 | -29%
O=C(CSc1ccc(-c2cccs2)nn1)Nc1ccccc1C(F)(F)F | -13%
Cc1ccc(-c2nnc(Nc3cccc(Cl)c3)c3ccccc23)cc1S(=O)(=O)N1CCN(C)CC1 | -1%
COc1ccc(C2CC(c3ccccc3)Oc3cc(OC)c(OC)c(OC)c32)cc1 (stereo not given) | -34%&-16%
CCCn1c2ccccc2c2cnn(CC(=O)NCc3ccc(OC)cc3)c(=O)c21 | -3%

Four of these compounds, reformatted.
SMILES,HepG2 tox
CCOC(=O)C1CCN(C(=O)c2cc3ccc4cccnc4c3[nH]2)CC1,1%
COc1cccc(Cn2ccn(-c3ccc(F)cc3)c(=O)c2=O)c1,-5%
Cc1ccc(-c2c(CN3CCN(c4cccc(C)c4)C(C)C3)csc2C)cc1 (stereo not given),-36%
CCOc1ccc(Cn2c(CNS(=O)(=O)c3ccc(C(C)(C)C)cc3)nc3cccnc32)cc1,-29%

(further entries)
SMILES | HepG2 tox
COc1ccccc1CNC(=O)Cc1c(C)c2cc3c(C)coc3c(C)c2oc1=O | 2%
CCc1cccc(C)c1Nc1c(-c2ccc(F)cc2)nc2sccn12 | -35%
CC(OCc1ccccc1)C(NC(=O)OC(C)(C)C)C(=O)NC1COC2CC(n3ccc(=O)[nH]c3=O)OC12 (stereo not given) | 9%
C/C=C1\COC(C(=O)NCCN2CCOCC2)(C(F)(F)F)C=C1C=C(C)C (stereo not given) | -12%
CC(=O)c1ccc(NC(=O)CCc2c(C)nc3c(c(C)nn3-c3ccc(C)cc3)c2C)cc1 | -10%
CCn1cc(C(=O)NCCCOC(C)C)c(=O)c2cc(S(=O)(=O)N3CCc4ccccc4C3)ccc21 | -22%
COc1ccccc1C(=O)N1c2ccccc2C(C)(c2ccc(Cl)cc2)CC1(C)C (stereo not given) | -19%
CCOC(=O)CC1c2cc(OCC)c(OCC)cc2CCN1C(=O)Nc1cccc(Cl)c1 (stereo not given) | -22%
Cc1ccc(NC(=O)CN2C(=O)COc3ccc(S(=O)(=O)N4CCCCC4)cc32)cc1Cl | -22%
CCn1nc(-c2ccccc2)c(-c2ccccc2)c(C(=O)Nc2nc(C)c(C(C)=O)s2)c1=O | -3%
COc1ccc2nc(N(Cc3cccnc3)C(=O)c3ccco3)sc2c1 | -26%
CCC1CN(C(=O)N2CCC(C(=O)NCCOC)CC2)c2ccccc2O1 (stereo not given) | -2%

Ordered by molar mass (low to high): part of the list above.
SMILES | HepG2 tox
CCc1cccc(C)c1Nc1c(-c2ccc(F)cc2)nc2sccn12 | -35%
C/C=C1\COC(C(=O)NCCN2CCOCC2)(C(F)(F)F)C=C1C=C(C)C (stereo not given) | -12%
COc1ccccc1CNC(=O)Cc1c(C)c2cc3c(C)coc3c(C)c2oc1=O | 2%
CC(=O)c1ccc(NC(=O)CCc2c(C)nc3c(c(C)nn3-c3ccc(C)cc3)c2C)cc1 | -10%
CCn1cc(C(=O)NCCCOC(C)C)c(=O)c2cc(S(=O)(=O)N3CCc4ccccc4C3)ccc21 | -22%

Remaining list, next part.
SMILES | HepG2 tox
CC1CCCN(CCCNC(=O)c2ccc3c(c2)N(Cc2cccc(Cl)c2)C(=O)c2ccccc2S3(=O)=O)C1 (stereo not given) | -95%
COc1ccc(Nc2cc(C(=O)NCCCN3CCN(c4ccc(OC)cc4)CC3)c3ccccc3n2)cc1 | -49%
COc1ccccc1OCC(=O)NCc1nc(-c2ccc(Cl)cc2)no1 | -16%
Cc1nn2c(=O)cc(COC(=O)c3ccccc3NC(=O)COc3ccccc3C)nc2s1 | 5%
Cc1cn2c(=O)cc(COC(=O)c3ccc(NC(=O)C(C)Oc4ccccc4)cc3)nc2s1 (stereo not given) | 2%
CCOc1ccc(NC(=O)Cn2nc(Cc3cccnc3)c3ccccc3c2=O)cc1 | -21%
CCOc1ccccc1NC(=O)c1cc(S(=O)(=O)N2CCOCC2)cn1C | -14%
O=C(C1CCCCC1)N(Cc1cccnc1)c1nc2ccc(Cl)cc2s1 | -5%
Cc1ccccc1NC(=O)c1sc2nc3c(cc2c1N)CCCC3 | -21%
CC(C)c1ccc(NS(=O)(=O)c2ccc3[nH]cc(C(=O)NCCc4ccccc4)c(=O)c3c2)cc1 | -4%
COc1cc(C(=O)NCc2nnnn2-c2ccc(C)c(C)c2)cc(OC)c1OC | -3%
Cc1nn(-c2ccc(N3CCCC3)nn2)c(C)c1CCC(=O)NCc1ccc(F)cc1 | -15%
Cc1ccc(C)c(CSc2cn(CC(=O)N3CCCCCC3)c3ccccc23)c1 | -1%
COc1ccc(-c2nc(SCC(=O)NC(C)CCc3ccccc3)n[nH]2)cc1 (stereo not given) | -21%
CCOc1ccc(N2CC(NC(=O)c3ccc(S(=O)(=O)N4CCCC4)cc3)CC2=O)cc1 (stereo not given) | -48%
CC1Cc2cc(S(=O)(=O)CCC(=O)NCc3ccc(Cl)cc3)ccc2N1C(=O)C1CC1 (stereo not given) | -3%
Cc1ccc(/C=C(\C#N)C(=O)Nc2cccc(Br)c2)o1 | 0%
CCN(c1ccccc1)S(=O)(=O)c1nnc(NC(=O)C2CCCCC2)s1 | 0%
CC1CCN(C(=O)c2ccc3c(c2)N(Cc2ccccc2)C(=O)c2ccccc2S3(=O)=O)CC1 | -3%
COc1ccc(-c2onc(C)c2C)cc1S(=O)(=O)NCc1ccco1 | 9%
CCOc1ccc(CCNC(=O)c2ccc(CSCc3ccccc3C)o2)cc1OCC | -32%
COc1cccc(CN2C(=O)N(c3ccc(C)cc3)C(=O)C2CC(=O)Nc2cc(OC)cc(OC)c2)c1 (stereo not given) | -27%
Cc1ccc(NS(=O)(=O)c2cc(Br)cc3c2N(C(=O)C2CC2)CC3)cc1C | -17%
Cc1ccc(NC(=O)CCCn2c3ccccc3c(=O)c3cc(C)ccc32)c(Br)c1 | -27%

Next part; it opens with the 3 that closed the last part.
SMILES | HepG2 tox
COc1cccc(CN2C(=O)N(c3ccc(C)cc3)C(=O)C2CC(=O)Nc2cc(OC)cc(OC)c2)c1 (stereo not given) | -27%
Cc1ccc(NS(=O)(=O)c2cc(Br)cc3c2N(C(=O)C2CC2)CC3)cc1C | -17%
Cc1ccc(NC(=O)CCCn2c3ccccc3c(=O)c3cc(C)ccc32)c(Br)c1 | -27%
C=C1CCN(C(CC(C)C)C(=O)Nc2ccc(OC)cc2)S(=O)(=O)c2ccccc21 (stereo not given) | -17%
CCOC(=O)N1CCc2c(sc3c2c(=O)n(Cc2ccccc2)c(=O)n3Cc2cccc(Cl)c2)C1 | -5%
Cc1ccccc1CNC(=O)c1ccc(CS(=O)Cc2ccc(Cl)cc2)o1 (stereo not given) | -14%
CC(=O)N1CCc2cc(CNS(=O)(=O)c3ccc(F)cc3)ccc21 | -1%
CCC(=O)N1CCc2cc(Br)cc(S(=O)(=O)N3CCC(C(=O)Nc4ccc(OC)cc4)CC3)c21 | -1%
CCn1c(C(=O)NCc2cccc(Br)c2)cc2oc3ccccc3c21 | -56%
Cc1ccc(C(=O)N2CCCCC2CCN2CCCCC2)cc1 (stereo not given) | 0%
O=c1cc(-c2ccccc2)n2c(SCc3ccccc3Cl)nnc2[nH]1 | -3%
COc1ccc(NC(=O)/C=C\C(=O)N(c2ccc(C(C)C)cc2)C(C(=O)NCc2ccco2)c2ccc(F)cc2)cc1 (stereo not given) | -24%
Cc1ccc(-n2nnnc2CNC(=O)c2ccc(F)cc2)cc1C | 5%
Cn1nnc2c(N3CCN(c4cccc(C(F)(F)F)c4)CC3)ncnc21 | -2%
CC(=O)N1CCc2c(sc(NC(=O)CSc3ccccc3)c2-c2nc3ccccc3s2)C1 | -7%
Clc1ccc(CSc2nc(NCCc3ccccc3)c3ccccc3n2)cc1 | -2%
CC1CC=CC2C1C(=O)N(Cc1ccccc1)C2c1ccc2ccccc2c1Br (stereo not given) | -75%
COc1ccc(-c2[nH]ncc2C(=O)NCc2ccccc2OC)cc1 | -5%
CC(CNC(=O)CCCn1c(=O)c2cccn2c2ccccc21)c1ccccc1 (stereo not given) | -26%
COc1ccc(C(=O)Nc2ccc(OCc3cc(=O)n4ccccc4n3)cc2)cc1 | -3%
CCCn1c(=O)c2sccc2n2c(CCCC(=O)Nc3ccc(C)c(F)c3)nnc12 | -10%
CC(=O)c1ccc(NC(=O)CSc2nccn2Cc2ccc3c(c2)OCO3)cc1 | -15%
Cc1ccc(C)c(CSc2cn(CC(=O)N3CCCC3)c3ccccc23)c1 | -69%
C=CCOC(/C=C/c1ccccc1)CC (stereo not given) | -11%
Cc1c(CC(=O)NCCc2ccc(Cl)cc2)c(=O)oc2c(C)c3occ(C(C)(C)C)c3cc12 | -1%
CCc1ccccc1N(CC)C(=O)Cn1nc(Cc2ccncc2)c2ccccc2c1=O | -48%
Cc1ccc(Cl)cc1NC(=O)C1CCN(c2nc3ccccc3n3cccc23)CC1 | -7%
CCn1cc2c(n1)-c1c(oc(C(=O)Nc3ccc(Br)cc3F)c1C)CC2 | -24%
COCCNC(=O)CCCn1c(SCC(=O)NCc2ccc(C)cc2)nc2c(sc3ccccc32)c1=O | 1%
Cc1ccc(CNS(=O)(=O)c2cc(C(=O)Nc3ccc(C(C)C)cc3)ccc2F)cc1 | -78%

A portion of the library (hit frequency here may not be typical).
